ERK EGF inh: qHTS Assay for Inhibitors of the ERK Signaling Pathway using a Homogeneous Screening Assay; Stimulation with EGF; HEK293-V1b, EGF-stimulated phospho-ERK AlphaScreen; Potency, µM (highest dose often 11.5 µM), inactives show at the top dose activity change, negative = inhibition, actives largely listed as inhibitors; 130,000 tested, 0.41% active; active = well fitted inhibition curve with a large enough effect; inconclusive = small, poorly fitted or top-dose-only effect, or effect the other way;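 also: plate controls were stimulated vehicle wells for no effect and unstimulated vehicle basal for full effect; nearly all actives have a fitted effect of over 55% in size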
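HEK293 cells stably expressing V1b receptor, serum-reduced (1% FBS) overnight, pretreated 30 min with compound, then stimulated 5 min with 25 nM EGF; phospho-ERK detected by AlphaScreen SureFire. AC50 from Hill fits, normalized to DMSO and EGF.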
* hit, by the source's call; & = joins results of further samples; [ ] = dose if it differs, or a comment. Potency is read from the fitted curve at half-maximal effect.

`CCCCCCCCCC[n+]1cccc(C(=O)N(CC)CC)c1` gave ERK EGF inh 5.6%.
For CC(NCc1ccc2c(c1)OCO2)C(=O)N1CCc2ccccc21 (stereo not drawn) the results were ERK EGF inh 3.6%.
For O=C(Nc1ccc(N2CCCC2)c(S(=O)(=O)Nc2cccc(C(F)(F)F)c2)c1)c1cccs1 the results were ERK EGF inh 0.4%.
Screening CC(C)c1nc(Cl)c(C#N)c2c1CSC(C)(C)C2 returned ERK EGF inh 7.6%.
For O=C(CSCc1ccccc1Br)NC1CC1 the results were ERK EGF inh -0.8%.
`Cc1ccc(N2C(=O)[C@@H]3C(C(=O)CN4C(=O)c5ccccc5C4=O)=NN[C@@H]3C2=O)c(C)c1` gave ERK EGF inh -19.1%[57.5 µM].
Screening NS(=O)(=O)c1ccc(NC(=O)CSc2nc3ccccc3n2-c2ccccc2)cc1 returned ERK EGF inh -2.9%.
For COC(=O)NNC(=S)NCc1ccc(C)cc1 the results were ERK EGF inh 2.5%.
`COc1ccc(CN2CCOCCOCCOCC2)cc1` gave ERK EGF inh 9.3%[57.5 µM].
`COc1ccc(C(=O)O/N=C(/c2ccccc2)c2ccncc2)cc1` gave ERK EGF inh inconclusive.
Cc1nnsc1C(=O)NNC(=O)c1ccc(C(F)(F)F)cc1 was read as ERK EGF inh 0.1%[57.5 µM].
`COc1c2c(nc3occc13)C(CC=C(C)C)(OC)C(=O)C=C2` (stereo not drawn) gave ERK EGF inh -1.2%&10.5%.
CC(C)C1N(C(=O)CN2CCCCC2)CCN1S(=O)(=O)c1ccccc1 (stereo not drawn) was read as ERK EGF inh -4.7%.
`CCOc1ccc(C(C)NC(=O)C2CCCC2)cc1` (stereo not drawn) gave ERK EGF inh 0.3%.
COC(=O)C(C)Sc1nc2c(c(=O)[nH]c(=O)n2C)n1CCC(C)C (stereo not drawn) was read as ERK EGF inh 12.5%.
CC(C)CCOc1ccc(C(=O)N2CCCC2C(=O)O)cc1 (stereo not drawn) was read as ERK EGF inh -1.9%.
CC(C)N1CCN(Cc2ccccc2-c2ccco2)CC1CCO (stereo not drawn) was read as ERK EGF inh -4.1%.
CC(NC(=O)C1CCCN1S(=O)(=O)c1ccc2c(c1)n(C)c(=O)c(=O)n2C)c1ccccc1 (stereo not drawn) was read as ERK EGF inh 7.0%[57.5 µM].
`O=c1cc(C(F)(F)F)[nH]c2ccc(OC(F)(F)F)cc12` gave ERK EGF inh -3.0%[57.5 µM].
For CC(=O)c1c(C(C)=O)c(C)n(C(c2ccccc2)c2ccccc2)c1C the results were ERK EGF inh -7.1%.
For O=C(O)c1ccc(NCc2ccc(Br)cc2)cc1 the results were ERK EGF inh inconclusive.
For CSc1nnc(-c2cc[n+](C)cc2)n1CCO the results were ERK EGF inh -6.7%.
Screening O=C(Cn1c(C(F)(F)F)nc2ccccc21)NCCCN1CCOCC1 returned ERK EGF inh 3.1%.
Screening CCN(CC)S(=O)(=O)c1cc(NC(=O)CCNC(=O)c2ccccc2Cl)ccc1C returned ERK EGF inh -0.7%.

Overlap with the part before: 3 entries; new compounds follow.
For CSc1nnc(-c2cc[n+](C)cc2)n1CCO the results were ERK EGF inh -6.7%.
Screening O=C(Cn1c(C(F)(F)F)nc2ccccc21)NCCCN1CCOCC1 returned ERK EGF inh 3.1%.
Screening CCN(CC)S(=O)(=O)c1cc(NC(=O)CCNC(=O)c2ccccc2Cl)ccc1C returned ERK EGF inh -0.7%.
O=C(Nc1ccccc1N1CCOCC1)C1CCN(S(=O)(=O)c2ccccc2F)CC1 was read as ERK EGF inh 4.7%.
Screening COc1cccc2c(=O)c3cccc(N)c3[nH]c12 returned ERK EGF inh -2.1%.
Screening O=C(CN1C(=O)C2CCCCC2C1=O)OCc1nnc(-c2ccccc2)o1 (stereo not drawn) returned ERK EGF inh -4.5%.
For COc1ccc(C2CC(=O)C(CS(=O)(=O)c3ccccc3)C(=O)C2)cc1 (stereo not drawn) the results were ERK EGF inh 3.5%.
For COc1cc(CCC(=O)OCC(=O)NC2CCCC(C)C2C)cc(OC)c1OC (stereo not drawn) the results were ERK EGF inh 1.1%.
Screening c1ccc(CN2CCN(CCOCCOc3ccc4c(c3)CCC4)CC2)cc1 returned ERK EGF inh -10.5%.
For CCOC(=O)C(C)Oc1cccc2c(=O)n(CC(=O)NCCc3ccc(OC)c(OC)c3)ccc12 (stereo not drawn) the results were ERK EGF inh 1.2%.
`CCN1CCN(CC(=O)N2N=C(c3ccc(OC)cc3)CC2c2ccc(OC)cc2)C(=O)C1=O` (stereo not drawn) gave ERK EGF inh inconclusive.
`O=C(Nc1ccc(Br)cn1)c1coc(=O)c(Br)c1` gave ERK EGF inh 8.9%[57.5 µM].
`COCCN(C(=S)Nc1ccccc1C)C(C)c1ccco1` (stereo not drawn) gave ERK EGF inh -16.5%[57.5 µM].
`CCOC(=O)c1c(C)[nH]c(C(=O)OCC(=O)c2c(N)n(C)c(=O)n(C)c2=O)c1C` gave ERK EGF inh -2.8%.
Screening COC(=O)c1ccccc1NC(=O)CSc1[nH]c(=O)cc(C)c1C#N returned ERK EGF inh -2.7%.
For COC(=O)N1CCC[C@@]2(CCN(Cc3cc(C(F)(F)F)cc(C(F)(F)F)c3)C2)C1 the results were ERK EGF inh -1.9%.
`Cn1c(=O)c2c(nc(N3CCOCC3)n2C/C=C/c2ccccc2)n(C)c1=O` gave ERK EGF inh -5.7%[57.5 µM].
Screening Brc1ccc(OCCCCCN2CCOCC2)cc1 returned ERK EGF inh 12.7%.
For CCCCCC(=O)O[C@H](CC(=O)O)C[N+](C)(C)C the results were ERK EGF inh -2.1%.
`CC(C)C[C@H](NC(=O)[C@@H]1Cc2ccccc2CN1C(=O)OC(C)(C)C)C(=O)NCC1CCC(C(=O)O)CC1` (stereo partly drawn) gave ERK EGF inh -15.9%[57.5 µM].
CCOc1ccccc1N(C(C)=O)S(=O)(=O)c1ccc(Cl)cc1 was read as ERK EGF inh -2.9%.
Screening CCN(CC)CCN(C(=O)c1ccc([N+](=O)[O-])cc1)c1nc2ccc(OC)cc2s1 returned ERK EGF inh 1.1%.
Screening C#CCn1c(=NC(=O)c2ccco2)sc2cccc(Cl)c21 returned ERK EGF inh 5.5%[57.5 µM].
Screening CC(=O)OCc1nc2sc(C)c(C)c2c(=O)[nH]1 returned ERK EGF inh 6.2%.
`COCCn1nnnc1CN1CCSCC1` gave ERK EGF inh 3.4%.
For COc1ccc(Cl)cc1NC(=O)CN(C)CC(=O)Nc1ccccc1C(F)(F)F the results were ERK EGF inh 6.3%.
Cc1cccc(-n2c(=O)cc(N3CCN(c4ccc(F)cc4)CC3)[nH]c2=O)c1 was read as ERK EGF inh -5.9%.
`CCN(Cc1ccccc1)S(=O)(=O)c1ccc(OC)c2ncccc12` gave ERK EGF inh -10.1%[57.5 µM].
Screening O=c1[nH]c(/C=C/c2ccc3c(c2)OCO3)c([N+](=O)[O-])c(=O)[nH]1 returned ERK EGF inh 7.8%.
Screening Cc1c(O)c(CN(C)C)cc2c1oc(=O)c1ccccc12 returned ERK EGF inh 2.7%[57.5 µM].
`O=C(c1cccc(Cl)c1)N1CCN(Cc2c[nH]c3ccccc23)CC1` gave ERK EGF inh -4.4%.
`O=C(CCc1nnc(COc2ccccc2)o1)NCc1ccccc1C(F)(F)F` gave ERK EGF inh 13.7%.
CCOC(=O)C1(CCc2ccccc2)CCN(C(=O)CCn2cncn2)CC1 was read as ERK EGF inh -12.2%.
For Cn1c(SCC(=O)Nc2ccccc2[N+](=O)[O-])nnc1C(F)(F)F the results were ERK EGF inh 2.4%.
Cc1cccc(NC(=O)c2cc3ccccc3nc2C)c1 was read as ERK EGF inh 2.3%.
For CN(C)c1nc(OCCNC(=O)Nc2ccccc2)nc(N2CCCCC2)n1 the results were ERK EGF inh -3.5%.
Screening N#CC1=C(N)SC(C(=O)c2ccccc2)C1c1cccs1 (stereo not drawn) returned ERK EGF inh 0.6%.
CC(C)(C)c1ccc(C(=O)NNC(=O)c2cccc(-n3cnnn3)c2)cc1 was read as ERK EGF inh -0.5%[57.5 µM].
CN1CCN(C(=O)c2ccccc2Nc2ccc(SC(F)F)cc2)CC1 was read as ERK EGF inh -2.7%.

Structural class: the entries above containing a tert-butyl group
`CC(C)C[C@H](NC(=O)[C@@H]1Cc2ccccc2CN1C(=O)OC(C)(C)C)C(=O)NCC1CCC(C(=O)O)CC1` (stereo partly drawn) gave ERK EGF inh -15.9%[57.5 µM].
CC(C)(C)c1ccc(C(=O)NNC(=O)c2cccc(-n3cnnn3)c2)cc1 was read as ERK EGF inh -0.5%[57.5 µM].

Continued:
For Cc1ccccc1C(=O)Nc1ccc(S(=O)(=O)Nc2onc(C)c2C)cc1 the results were ERK EGF inh -6.1%[57.5 µM].
`CCn1c(-c2cccc(S(=O)(=O)N3CCCC3)c2)n[nH]c1=S` gave ERK EGF inh 7.1%[57.5 µM].
For COc1cc(C=O)ccc1OS(=O)(=O)c1ccc(NC(C)=O)cc1 the results were ERK EGF inh 7.7%.
COC(=O)[C@@]1(Cc2ccccc2)[C@H]2c3cc(C(=O)N(C)C)n(CCN4CNCC4=O)c3C[C@H]2CN1C(=O)c1ccccc1 was read as ERK EGF inh -9.7%.
O=C(CCN1C(=O)C2C3C=CC(C3)C2C1=O)N1CCN(c2ccc([N+](=O)[O-])cc2)CC1 (stereo not drawn) was read as ERK EGF inh -1.6%.
`CCc1ccc(S(=O)(=O)Nc2ccc(C)c(NS(C)(=O)=O)c2)cc1` gave ERK EGF inh -11.6%[57.5 µM].
Screening CSc1nc2ccsc2c(=O)n1-c1cccnc1 returned ERK EGF inh 1.2%.
Screening CCOC(=O)/C(C#N)=C/c1cccc(F)c1 returned ERK EGF inh 2.0%.
For O=[N+]([O-])c1ccccc1/C=N/n1c(C(F)(F)F)n[nH]c1=S the results were ERK EGF inh -13.3%.
Screening c1ccc(-n2cnc3cc(NCc4ccco4)ccc32)cc1 returned ERK EGF inh 0.7%.
Screening FC(F)(F)c1cc(-c2ccccn2)nc2cc(-c3ccccc3)nn12 returned ERK EGF inh -4.5%[57.5 µM].
C=CCn1c(SCC(=O)C(C)(C)C)nnc1-c1ccccn1 was read as ERK EGF inh -2.0%.
For Cc1cccc(C(=O)N/N=C/c2ccc[nH]2)c1 the results were ERK EGF inh 0.7%.
Cc1cc(C(=O)NNC(=S)Nc2ccccc2)nn1C was read as ERK EGF inh -4.2%.
For S=C(NCc1ccc(Cl)cc1)Nc1ccc(Cl)cc1Cl the results were ERK EGF inh 6.8%.
For CNC(=S)N/N=C/c1ccc(-c2ccc(Cl)c([N+](=O)[O-])c2)o1 the results were ERK EGF inh 6.0%.
For Cc1ccccc1C1CC(c2ccc(Br)cc2)Nc2nc(N)nn21 (stereo not drawn) the results were ERK EGF inh 6.1%.
Screening CC1CCCN(C(=S)Nc2ccc(Nc3ccccc3)cc2)C1 (stereo not drawn) returned ERK EGF inh 3.3%.
For N#CCCn1c(=O)c(-c2cc(F)cc(F)c2)nc2cnc(Oc3cccc(Cl)c3)nc21 the results were ERK EGF inh inconclusive.
For CC1CCCCN1C(=O)CSCC(=O)Nc1nc(-c2cccs2)cs1 (stereo not drawn) the results were ERK EGF inh inconclusive.
Screening COC(=O)c1ccc(CNCC(=O)Nc2ccc(C(=O)OC)cc2)cc1 returned ERK EGF inh 10.8%.
`Cc1ccc(C(=O)NC2CC3CCCC(C2)N3C(=O)NC2CCCCC2)cc1` (stereo not drawn) gave ERK EGF inh -2.2%.
Cc1cccc(CSc2nc3c(c(-c4cccs4)c2C#N)CN(C)CC3)c1 was read as ERK EGF inh -1.1%.
COc1ccc(CCN2CC(C(=O)NCCc3ccc(C)cc3)CC2=O)cc1OC (stereo not drawn) was read as ERK EGF inh 7.2%.
O=C(COc1ccccc1)NCC1(N2CCCCC2)CCCCC1 was read as ERK EGF inh -16.5%.
`CC1(C)CN(c2ccc(C(=O)c3ccccc3)cc2)C1=O` gave ERK EGF inh -0.5%.
Screening O=C(NN1C(=O)C2C3C=CC([C@@H]2C1=O)C31CC1)c1ccccc1 (stereo partly drawn) returned ERK EGF inh 5.3%[57.5 µM].
CCc1ccc(N2CC(C(=O)Nc3cc(C)on3)CC2=O)cc1 (stereo not drawn) was read as ERK EGF inh 7.0%.
CN(C)C(CNC(=O)c1ccc2nc[nH]c2c1)c1ccccc1 (stereo not drawn) was read as ERK EGF inh inconclusive.
`CC(CNC(=S)Nc1cc(F)cc(F)c1)CSc1ccc(Cl)cc1` (stereo not drawn) gave ERK EGF inh -5.1%.
Screening Cc1cc(-c2ccccc2)nc2cc(C(N)=O)nn12 returned ERK EGF inh -4.0%.
`O=C(Oc1cccc2cccnc12)c1ccc(N2C(=O)C3C4CCC(C4)C3C2=O)cc1` (stereo not drawn) gave ERK EGF inh -3.8%.
`CCc1nnc(NC(=O)CSc2ccc(-c3ccccc3OC)nn2)s1` gave ERK EGF inh 1.2%.
Screening COc1ccc(CC(=O)Nc2ccc(OC)nc2)cc1 returned ERK EGF inh 3.9%.
Screening Cc1ccccc1OCc1nc(C#N)c(N2CCCC2)o1 returned ERK EGF inh -14.3%.
For O=c1cc(-c2ccc(O)cc2)oc2cc(O)c(C3OC(CO)C(O)C(O)C3O)c(O)c12 (stereo not drawn) the results were ERK EGF inh 1.7%[57.5 µM].

Structural class, those above with bromine.
For O=C(CSCc1ccccc1Br)NC1CC1 the results were ERK EGF inh -0.8%.
For O=C(O)c1ccc(NCc2ccc(Br)cc2)cc1 the results were ERK EGF inh inconclusive.
`O=C(Nc1ccc(Br)cn1)c1coc(=O)c(Br)c1` gave ERK EGF inh 8.9%[57.5 µM].
Screening Brc1ccc(OCCCCCN2CCOCC2)cc1 returned ERK EGF inh 12.7%.
For Cc1ccccc1C1CC(c2ccc(Br)cc2)Nc2nc(N)nn21 (stereo not drawn) the results were ERK EGF inh 6.1%.

Bioassay records: PubChem BioAssay, National Center for Advancing Translational Sciences (NCATS)

These rows are one share of the data, so the mix of outcomes need not match the whole.
